Source: PubChem BioAssay
HepG2 tox = kills HepG2 cells in TGF-b inhibitor counter-screen | HepG2 CAGA-GFP viability, ATP luminescence, 18 h | Potency, µM (top dose mostly 46.1 µM), inactives show at the highest dose activity change, negative = cytotoxicity, most hits filed as cytotoxic | 0.76% of 410,000 active; note: potency is the fitted concentration of half-maximal effect; some results filed as inactive show a strong effect at the top dose
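HepG2 CAGA-GFP cells (1000/well, DMEM with 1% FBS) received compound, then TGF-beta at 500 pg/mL final, and were incubated 18 hours at 37 degrees C. Viability was read by CellTiter-Glo luminescence. Media-only wells were set as complete cell-killing and DMSO as no toxicity.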
IL1B secr inh = inhibitors of inflammasome signaling (IL-1 beta secretion); THP-1 LPS/ATP IL-1B secretion, AlphaLISA, 16 h; stronger effect = lower value; activity change, % at 57.5 µM; 4.7% of 360,000 active; in the data active = activity change below about -50%; inconclusive = mostly about -30% to -49%; note: % is set by controls: 0 for no effect and ±100 for the full control effect
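Secreted IL-1B measured by AlphaLISA bead assay after 16 h compound exposure of THP-1 cells; compounds (final up to 57.5 uM) added 1 h before LPS (250 ng/mL) and ATP (1.25 mM) stimulation; lower signal means less secretion.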
ATXN viability = cell viability loss in ATXN counter-screen; AID 651635; 0.49% of 400,000 active; Potency, µM (titrated, usually from 56.7 µM), hits mostly cytotoxic; S2 cells (HEK-293 line with an ATXN2-luciferase reporter) viability, CellTiter-Fluor protease fluorescence, 24 h; note: potency is the fitted concentration of half-maximal effect; nearly all actives have a fitted effect of over 40% in size
HT1080 IDH1KD tx = toxicity to HT-1080 IDH1 knockdown cells (counter line) | HT-1080 IDH1 knockdown viability, ATP luminescence, 48 h | Potency, µM (top dose mostly 46.1 µM), inactives show top-dose activity, negative = toxicity, most hits filed as cytotoxic | 2% of 360,000 active;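 note: potency is the fitted concentration of half-maximal effect; 0% = DMSO wells and -100% = cell-free medium wells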
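Knockdown cells (IDH1KD HT-1080) received compounds 2 h after plating at 750 cells/well and were kept 48 h at 37 °C in 5% FBS RPMI. A CellTiter-Glo luminescence read gave % activity for curve fitting.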
MCF10A rerep = inducers of DNA re-replication in MCF 10A breast cells; MCF 10A DNA re-replication, Hoechst nuclear intensity, 48 h; Potency, µM (top dose mostly 46.1 µM), inactives show at the top dose activity, positive = re-replication, actives largely listed as activators; 2.9% of 350,000 active; AID 624296; note: potency is the fitted concentration of half-maximal effect; % of control where 0% means no effect; nearly all actives have a fitted effect of over 50% in size
HT1080NT lethal = kills 2HG-producing HT-1080-NT fibrosarcoma cells; HT-1080-NT fibrosarcoma viability, CellTiter-Glo ATP luminescence, 48 h; Potency, µM (titrated, usually from 46.1 µM), for the others: top-dose activity, negative = less viability, actives largely listed as cytotoxic; 1.6% of 360,000 active;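 note: NT is the 2HG producing partner of a matched IDH1 knockdown line; potency is the fitted concentration of half-maximal effect; 0% = DMSO-treated cells and -100% = media-only wells without cells; nearly all actives have a fitted effect of over 55% in size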
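750 cells/well, RPMI + 5% FBS; 2 h settle, compound pin-transfer, 48 h at 37 degrees C. CellTiter-Glo 10 min RT, luminescence. Normalized to DMSO and media-only wells.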
SW480 rereplic = induces DNA re-replication in SW480 colon adenocarcinoma cells | SW480 DNA re-replication, Hoechst DNA content imaging, 48 h | Potency, µM (highest dose often 46.1 µM), for inactives: at the top dose re-replication activation, most hits filed as activators | 1.8% of 340,000 active | AID 624297; note: potency is the fitted concentration of half-maximal effect; % of control where 0% means no effect; nearly all actives have a fitted effect of over 55% in size
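Quantitative HTS format with DMSO vehicle controls; 48 hr drug incubation at 37 C, then 40 min Hoechst staining and scanning imager measurement at 405 nm excitation.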
ATXN2 expr inh = ATXN2 expression inhibition; HEK-293 ATXN2-luciferase reporter, luminescence, 24 h; Potency, µM (top dose mostly 57 µM), for inactives: at the highest dose activity change, negative = inhibition, hits mostly inhibitors; 0.72% of 360,000 active; note: potency is the fitted concentration of half-maximal effect; % is set by controls: 0 for no effect and ±100 for the full control effect; nearly all actives have a fitted effect of over 55% in size
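qHTS (up to 57 uM final) was run with 24 h compound exposure of reporter cells at 37 °C. Each well was multiplexed: SteadyGlo luminescence measured ATXN2-luciferase expression after a fluorogenic Gly-Phe-AFC viability readout (25 uM final).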
KB-3-1 cytotox = KB-3-1 parental cell cytotoxicity. KB-3-1 viability, CellTiter-Glo ATP luminescence, 72 h. Potency, µM (series often up to 46.1 µM), inactives show at the highest dose activity change, negative = cytotoxic, actives largely listed as cytotoxic. 1.4% of 400,000 active. AID 1347075; note: potency is the fitted concentration of half-maximal effect; % is set by controls: 0 for no effect and ±100 for the full control effect; nearly all actives have a fitted effect of over 60% in size
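Using CellTiter-Glo luminescence, growth of non-resistant KB-3-1 adenocarcinoma cells is assessed 72 h after pin-tool compound addition at 37 °C. Normalized responses across the concentration series yield fitted curves.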
* = called active by the depositor; i = inactive; ? = inconclusive; . = not tested or not shown; [ ] = remark or other dose. Unless noted, calls come from the whole dose curve; as a rule, active = well fitted curve in the direction sought with a large enough effect; inconclusive = small, poorly fitted or top-dose-only effect, or another doubt; inactive = no such curve, though single readings can be large; an effect the other way counts as inactive or inconclusive.

Start of the listing, in advance (twelve entries):
The line under a structure holds: HepG2 tox, IL1B secr inh, ATXN viability, HT1080 IDH1KD tx, MCF10A rerep, HT1080NT lethal, SW480 rereplic, ATXN2 expr inh, KB-3-1 cytotox
1: COc1ccc(N2CCN(CCNC(=O)c3ccc4nc5ccccc5c(=O)n4c3)CC2)cc1
 : 8%, 13, i, 13%, -4%, 17%, -2%, 6%, 4%
2: O=C(NCCc1ccc(Cl)cc1)Nc1ccc(F)cc1
 : 1%, -26, i, -4%, -3%, 3%, -2%, -5%, -3%
3: CCCCOC(=O)c1ccc(NC(=O)c2cc(-c3cccs3)on2)cc1
 : -13%, ., i, ., ., ., ., 11%, 5%
4: CCOC(=O)c1c(NC(=O)COC(=O)Cn2cnc3c2c(=O)n(C)c(=O)n3C)sc(C)c1CC
 : -3%, 15, i, 0%, 1%, -4%, -60%[inhibitor], 1%, 0%
5: CCOc1ccc2ccccc2c1C1NC(=O)NC(C)=C1C(=O)OCCOC (stereo unspecified)
 : -19%, -18, i, -3%, -1%, -6%, 11%, -7%, 4%
6: Fc1ccc(NCc2nnc(SCc3nnc(-c4ccccc4)o3)n2Cc2ccccc2)cc1
 : -13%, -8, ?, -1%, 6%, ?, 3%, ?, -10%
7: Brc1ccccc1OCCCN1CCOCC1
 : 5%, -9, i, -7%, -2%, 7%[9.24 µM], 0%, 53%[activator], 15%
8: Fc1ccccc1NC(=S)N(CCN1CCCCC1)Cc1ccco1
 : 5%, -3, i, 3%, -4%, 6%, 5%, -12%, 1%
9: Cc1ccc(S(=O)(=O)Nc2ccc3c(c2)nc2n3CCN(Cc3ccccc3)C2)cc1
 : -21%, -69*, i, -22%, -1%, -14%, 1%, ?, -13%
10: O=C(Nc1ncc2c(n1)CC(c1ccc(Cl)cc1)CC2=O)c1ccco1 (stereo unspecified)
 : -27%, -10, i, 0%, 0%, -2%, -15%, -19%, 1%
11: CCCC1CC(C#N)N(N(C)C)C1=C(C#N)C#N (stereo unspecified)
 : -4%, -5, ?, 12%, 1%, 12%, -8%, -21%, -2%
12: COc1ccc2[nH]c(=O)c(CN(C(C)=O)c3ccc(C)cc3C)cc2c1
 : 3%, 11, i, 4%, ?, 9%, -1%, -4%, 3%

Results (from the top)
The line under a structure holds: HepG2 tox, IL1B secr inh, ATXN viability, HT1080 IDH1KD tx, MCF10A rerep, HT1080NT lethal, SW480 rereplic, ATXN2 expr inh, KB-3-1 cytotox
1: COc1ccc(N2CCN(CCNC(=O)c3ccc4nc5ccccc5c(=O)n4c3)CC2)cc1
 : 8%, 13, i, 13%, -4%, 17%, -2%, 6%, 4%
2: O=C(NCCc1ccc(Cl)cc1)Nc1ccc(F)cc1
 : 1%, -26, i, -4%, -3%, 3%, -2%, -5%, -3%
3: CCCCOC(=O)c1ccc(NC(=O)c2cc(-c3cccs3)on2)cc1
 : -13%, ., i, ., ., ., ., 11%, 5%
4: CCOC(=O)c1c(NC(=O)COC(=O)Cn2cnc3c2c(=O)n(C)c(=O)n3C)sc(C)c1CC
 : -3%, 15, i, 0%, 1%, -4%, -60%[inhibitor], 1%, 0%
5: CCOc1ccc2ccccc2c1C1NC(=O)NC(C)=C1C(=O)OCCOC (stereo unspecified)
 : -19%, -18, i, -3%, -1%, -6%, 11%, -7%, 4%
6: Fc1ccc(NCc2nnc(SCc3nnc(-c4ccccc4)o3)n2Cc2ccccc2)cc1
 : -13%, -8, ?, -1%, 6%, ?, 3%, ?, -10%
7: Brc1ccccc1OCCCN1CCOCC1
 : 5%, -9, i, -7%, -2%, 7%[9.24 µM], 0%, 53%[activator], 15%
8: Fc1ccccc1NC(=S)N(CCN1CCCCC1)Cc1ccco1
 : 5%, -3, i, 3%, -4%, 6%, 5%, -12%, 1%
9: Cc1ccc(S(=O)(=O)Nc2ccc3c(c2)nc2n3CCN(Cc3ccccc3)C2)cc1
 : -21%, -69*, i, -22%, -1%, -14%, 1%, ?, -13%
10: O=C(Nc1ncc2c(n1)CC(c1ccc(Cl)cc1)CC2=O)c1ccco1 (stereo unspecified)
 : -27%, -10, i, 0%, 0%, -2%, -15%, -19%, 1%
11: CCCC1CC(C#N)N(N(C)C)C1=C(C#N)C#N (stereo unspecified)
 : -4%, -5, ?, 12%, 1%, 12%, -8%, -21%, -2%
12: COc1ccc2[nH]c(=O)c(CN(C(C)=O)c3ccc(C)cc3C)cc2c1
 : 3%, 11, i, 4%, ?, 9%, -1%, -4%, 3%
13: COC(=O)/C(=C1/Oc2cc3c(cc2S1)OCO3)C(F)(F)F
 : -9%, -1, ?, 0%, -9%, 0%, -2%, 7%, 20%
14: CCN1C(=O)[C@H]2[C@@H](c3ccc(Cl)cc3)N3C(=O)CN(CCOC)C(=O)[C@@]3(Cc3ccccc3)[C@H]2C1=O
 : -9%, 13, i, 0%, 14%, 3%, -60%[inhibitor], 0%, 7%
15: CCOc1cccc(C(=O)Nc2nccs2)c1
 : -6%, 0, i, 2%, -4%, -3%, -10%, 30%, -3%
16: COc1ccc(C2C=CC(=O)CC2)c(OC)c1 (stereo unspecified)
 : ., -76*, i, ?, ., ?, ., -10%, ?
17: Cc1cc(C)n(-c2ncnc3ccccc23)n1
 : 6%, 9, i, 12%, 0%, 16%, 0%, 1%[11.3 µM], 2%
18: CCN(C(=O)CSc1nnc(Cc2ccccc2F)n1N)C1CCS(=O)(=O)C1 (stereo unspecified)
 : -8%, 8, i, 1%, -5%, 7%, -2%[9.22 µM], 6%, 15%
19: C=CCNCCCCOc1ccccc1
 : 8%, i, i, -1%, 9%, -3%, -1%, 37%, 5%
20: Cc1csc(Sc2ccc([N+](=O)[O-])cc2C(=O)OCC(=O)NC2CCCC(C)C2C)n1 (stereo unspecified)
 : -8%, -6, i, 6%, 18µM*, 1%, ?, -1%, -2%
21: NC(Cc1ccc(C(F)(F)F)cc1)c1csc(NC(=O)Nc2ccccc2Cc2ccccc2)n1 (stereo unspecified)
 : 6.3µM*, -61*, ., 23µM*, ., 8.2µM*, ., ?, ?
22: [O-][n+]1ccc(CC(O)(C(F)(F)F)C(F)(F)F)cc1
 : -10%, -10, i, -6%, ., 1%, ., ., 0%
23: CC(C)(C)c1cc(NC(=O)Nc2ccccc2)no1
 : -23%, -54*, i, 3%, 15%, 8%, -15%, 68%[activator], 8%
24: COc1ccccc1C(=O)Nc1ccc(S(=O)(=O)N2CCOCC2)cc1
 : 0%, -5, i, 4%, 3%, 3%, 2%, 6%, 6%
25: CCCn1nc(C(=O)OCC(=O)NC(C)c2ccccc2)c2ccccc2c1=O (stereo unspecified)
 : -16%, 0, i, 23%, 1%, 13%, 3%, ., 10%
26: COc1cc(NC(=O)CN2CCN(S(=O)(=O)/C=C/c3ccccc3)CC2)cc(OC)c1OC
 : -2%, -9, ., 10%, 7%, -2%, 3%, ., -11%
27: COc1ccc(C2=NN(C(=O)COC(=O)c3ccc(NC(=O)CC#N)cc3)C(c3ccco3)C2)cc1 (stereo unspecified)
 : -11%, -3, ?, -4%, ?, -4%, 8%, ., -1%
28: O=C(CN1CCN(Cc2ccc(F)cc2Cl)CC1)NCc1ccccc1
 : -23%, -8, i, 1%, ?, 0%, -11%, -30%, 1%
29: COC(=O)c1c(C)[nH]c(C)c1-c1ccc([N+](=O)[O-])cc1
 : -20%, -1, i, -2%, 2%, 5%, -7%, ., 0%
30: COc1ccc(C2CC(=O)c3cc(-c4nc(-c5cccc(Cl)c5)cs4)c(=O)[nH]c3C2)cc1OC (stereo unspecified)
 : -7%, ., i, ., ., ., ., -4%, -7%
31: O=C(O)c1cccc(S(=O)(=O)Nc2ccc(Cc3ccncc3)cc2)c1
 : 6%, 5, i, 7%, 0%, 8%, 0%, 20%, -8%
32: CC1CCCN(CC(=O)NNC(=O)COc2ccc(Br)cc2)C1 (stereo unspecified)
 : 4%, ?, i, -16%, 0%, -1%, 0%, -12%, 15%
33: COc1ccc(N2CCN(c3nc4c(C)cccn4c(=O)c3C=C(C#N)C#N)CC2)cc1
 : -17%, 61, i, 17%, 0%, 25%, 0%, -22%, 4%
34: CCC(=O)C1CCCN(C(=O)CCc2nnc(-c3ccc(C(C)=O)s3)o2)C1 (stereo unspecified)
 : 4%, 8, i, 2%, -2%, 5%, -14%, 65%[activator], 24%
35: COc1ccc(-c2cn3c(n2)CCC3)cc1
 : -2%, 21, i, 6%, ?, 7%, -5%, 8%, 9%
36: C=CCCC(=O)N1CCC(n2nccc2NC(=O)c2ccc(OC)cc2)CC1
 : 1%, 16, ?, -12%, -10%, 1%, 22%, 27%, -1%
37: Cc1cccc(C)c1NC(=S)N(CCc1ccncc1)C(C)C
 : -12%, 39, i, 5%, -1%, 15%, -3%, 22%, 10%
38: O=C(CSc1ccc2nnc(-c3ccncc3)n2n1)Nc1ccccc1F
 : 3%, -26, i, 0%, -5%, 4%, -14%, 9%, 1%
39: O=C(Nc1ccc(S(=O)(=O)NCc2ccccc2)cc1)c1ccccc1[N+](=O)[O-]
 : -1%, 8, i, 0%, 13%, -12%, -3%, 5%, -8%
40: Cc1cc(N2CCOCC2)ccc1/C=C1/SC(=O)NC1=O
 : -16%, -14, ., -11%, 11%, -3%, 1%, 11%[11.3 µM], 14%
41: CC1=C(C(=O)N(C(C)C)C(C)C)CC(CC(=O)NCc2cccs2)C(=O)N1Cc1ccc(F)cc1 (stereo unspecified)
 : -3%, -17, i, 13%, ., 14%, ., -5%, 0%
42: COc1ccc(CCNC(=O)COC(=O)c2ccc(F)c(S(=O)(=O)N3CCOCC3)c2)cc1
 : -20%, 3, i, -3%, -3%, 0%, 6%, 10%, 12%
43: COc1ccc(C2=NN(C(=O)CSc3nccn3C)C(c3ccco3)C2)cc1 (stereo unspecified)
 : -6%, -26, i, -3%, 3%, -8%, -3%, -4%, 5%
44: Cc1ccc(-c2nnc(N3CC(C)OC(C)C3)c3ccccc23)cc1 (stereo unspecified)
 : -3%, -75*, i, 1%, -3%, 2%, -5%, -11%[11.3 µM], -5%
